ABHD4 inh – inhibitors of mouse ABHD4; Q8VD66; purified mABHD4, FP-Rh probe fluorescence polarization; inhibition, % at 8.92 µM; 0.54% of 370,000 active;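 active means inhibition exceeding the mean over every tested compound plus 3 SD, cut at about 30% in these data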;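 further: 0% = plate median of compound wells and 100% = S159A mutant with DMSO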
Target sequence (Q8VD66 whole entry, looked up): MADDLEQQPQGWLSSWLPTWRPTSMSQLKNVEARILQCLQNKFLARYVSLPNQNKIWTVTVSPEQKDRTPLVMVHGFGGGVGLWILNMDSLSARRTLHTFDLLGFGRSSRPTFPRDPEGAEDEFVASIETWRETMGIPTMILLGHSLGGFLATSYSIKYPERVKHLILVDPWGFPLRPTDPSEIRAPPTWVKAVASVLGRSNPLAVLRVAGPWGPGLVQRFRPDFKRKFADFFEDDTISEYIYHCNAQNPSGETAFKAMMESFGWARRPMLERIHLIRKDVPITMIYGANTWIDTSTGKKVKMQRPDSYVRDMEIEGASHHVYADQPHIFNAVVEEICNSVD
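Assay system: mouse ABHD4 enzyme, wild type / Also added: fluorescent activity-based probe FP-Rh / Doses: single nominal dose of 8.92 µM, 0.89% DMSO final / Timing: 45 min compound pre-incubation plus 60 min probe step, 25 °C / Signal: FP readout, ex 525 nm / em 598 nm / Control set: S159A mutant/DMSO as 100%, compound-well median as 0%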
PG9 binder – small molecules binding HIV-1 gp120 antibody PG9. TR-FRET gp120-PG9 antibody binding. inhibition, % at 6.7 µM. 0.43% of 360,000 active. AID 624416; in the data active means inhibition above about 8.5%
DDE Tn7 FP inh – inhibitors of Tn7 peptide binding to human fibrin DD(E). P02675. FP displacement of FITC-Tn7 peptide from fibrin DD(E); 0% = median of compound wells per plate. inhibition, % at 8.3 µM. 0.13% of 370,000 active. AID 720508;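 active means inhibition above the mean of compounds falling within the control limits plus 3 SD of them, cut at about 14% in these data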;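 further: 0% = plate median of compound wells and 100% = 10 µM Aha-Tn7 peptide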
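Assay system: human fibrin DD(E) protein / Input: 2 µM fibrin DD(E) / Benchmarks: high control of 10 µM Aha-Tn7 peptide / Measured by: fluorescence polarization of the labelled Tn7 tracer / Medium: Tris buffer with calcium and detergent, pH 7.8 / Timing: 10 min compound pre-incubation, 3 h probe incubation at room temperature / Repeats: one replicate per compound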
UHRF1 binding – UHRF1 methyl-DNA binding inhibition | Q96T88 | UHRF1 binding to methylated oligo, TR-FRET | 0.75% of 370,000 active | inhibition, % at 4.4 µM; in the data active means inhibition above about 21%;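 further: UHRF1 SRA domain binding a hemimethylated CpG hairpin DNA probe; 0% = median of test compound wells and 100% = reference inhibitor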
TDP2 absorb – TDP2 (human) inhibition, absorbance primary screen; 0.34% of 370,000 active; O95551; recombinant TDP2, T5PNP hydrolysis, p-nitrophenol absorbance 415 nm; inhibition, % at 12.8 µM; AID 720702;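 active means inhibition above the mean of all tested compounds plus 3 SD, set per campaign, cut at about 25% in these data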;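 further: 0% = DMSO with enzyme and 100% = buffer with substrate but no TDP2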
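System – recombinant human TDP2 · Quantity – TDP2 enzyme at 120 nM final · Doses – single concentration, 12.8 µM nominal, with 1% DMSO · Incubation – 2 h at 37 °C · Measured by – epi absorbance of p-nitrophenol freed from T5PNP by hydrolysis · Read-out – % inhibition relative to enzyme-containing and enzyme-free wells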
LEDGF integ inh – blocks HIV-1 LEDGF/p75-dependent DNA integration; AID 743269; TR-FRET IN-LEDGF/p75 DNA integration, Eu/Cy5; 0.64% of 370,000 active; inhibition, % at 3.7 µM;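 active means inhibition above the screen-wide mean plus 3 SD, cut at about 13% in these data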;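 further: signal is the Cy5 over europium emission ratio at 671 and 618 nm; 0% = plate median of compound wells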
TCR-CD3 inh – inhibitors of human TCR-CD3 interaction | TAMRA-labeled TCR probe fluorescence, biochemical | inhibition, % at 9.4 µM | 0.37% of 360,000 active | AID 651800; in the data active means inhibition above about 19%;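 further: recombinant mutant TCR 2C K166C tagged with TAMRA read by polarization; 0% = receptor in buffer alone and 100% = receptor with positive control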
PRMT1 FP inh – blocks human protein arginine methyltransferase 1. Q99873. recombinant PRMT1, activity-based probe fluorescence polarization. inhibition, % at 2.79 µM. 1.3% of 370,000 active;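 active means inhibition above about 21% made by adding two undisclosed values, limit read from the data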
SIAE inh – blocks human sialic acid acetylesterase; Q9HAT2; SIAE FP-Rh probe binding, fluorescence polarization; inhibition, % at 9.66 µM; 0.69% of 370,000 active;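 active means inhibition above a cutoff: mean of compounds within the control limits plus 3 SD of those, cut at about 17% in these data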;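 further: 0% = plate median of compound wells and 100% = probe without SIAE protein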
Target sequence (Q9HAT2 whole entry, looked up): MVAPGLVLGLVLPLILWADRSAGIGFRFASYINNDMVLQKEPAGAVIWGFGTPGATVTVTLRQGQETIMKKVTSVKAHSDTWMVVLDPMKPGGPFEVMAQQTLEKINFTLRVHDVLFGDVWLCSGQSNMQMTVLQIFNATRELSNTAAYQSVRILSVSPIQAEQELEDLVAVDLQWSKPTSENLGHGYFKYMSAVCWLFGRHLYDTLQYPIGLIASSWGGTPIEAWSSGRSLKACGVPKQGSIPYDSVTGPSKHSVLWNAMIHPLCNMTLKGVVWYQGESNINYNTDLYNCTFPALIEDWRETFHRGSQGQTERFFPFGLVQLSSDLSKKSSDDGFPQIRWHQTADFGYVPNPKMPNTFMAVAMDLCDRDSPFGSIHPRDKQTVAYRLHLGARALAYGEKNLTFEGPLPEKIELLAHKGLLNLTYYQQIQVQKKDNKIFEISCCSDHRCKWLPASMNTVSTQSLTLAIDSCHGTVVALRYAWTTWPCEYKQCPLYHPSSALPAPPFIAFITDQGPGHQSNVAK
HTRA1 inhibitor – HTRA1 (human) protease inhibition; inhibition, % at 5.96 µM; recombinant HTRA1, FP-rhodamine activity-based probe, fluorescence polarization; 0.5% of 340,000 active; Q92743; AID 504803; in the data active means inhibition above about 36%;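 further: 0% = enzyme with DMSO and 100% = wells lacking enzyme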
An asterisk follows results filed as active; . = no result given. The order is random; about 4.2% have a hit in one of these screens.

SMILES	ABHD4 inh	PG9 binder	DDE Tn7 FP inh	UHRF1 binding	TDP2 absorb	LEDGF integ inh	TCR-CD3 inh	PRMT1 FP inh	SIAE inh	HTRA1 inhibitor
O=C(NC1CCCCC1)C1c2ccccc2OCC(=O)N1Cc1ccco1 (centres undefined)	-3	2.7	1	-2	-4	7	-1	-4	-6	.
CN(C)S(=O)(=O)N(CC(=O)N1CCN(c2ccccc2F)CC1)c1ccccc1	6	-0.5	-3	3	-8	-5	0	2	0	7
Cc1ccc(-c2noc(COc3ccc4c(c3)OCO4)n2)cc1	-16	1.2	-4	1	-11	-4	-15	1	-4	5
CCOc1ccc(OCCC(=O)Nc2ccc(N3CCOCC3)cc2N2CCOCC2)cc1	-1	-0.5	1	3	6	0	2	3	3	6
O=C1CCCC(O)=C1N=Nc1ccc2c(c1)OCO2	1	-5.8	-7	-25	-14	0	1	0	3	-6
CCOc1ccccc1CNC(=O)CCCC(=O)n1nc(C)c2ccccc21	-3	0.7	4	-3	-9	-4	9	4	-10	-10
CN(C)c1ccnc2sc(C(N)=O)c(N)c12	1	-2.5	1	0	-6	-3	1	0	3	10
CCOc1ccc(CCNC(=O)c2ccc(CNS(=O)(=O)c3ccccc3)cc2)cc1OCC	-3	0.6	3	-3	5	0	7	-3	-3	-8
CCCCN1CCS(=O)(=O)N(Cc2cn(Cc3cccc(Cl)c3)nn2)C(C(=O)OC)C1 (centres undefined)	-4	.	5	0	2	1	.	-1	-1	.
C[C@H]1CN([C@@H](C)CO)C(=O)CCCn2cc(nn2)CO[C@@H]1CN(C)C(=O)Oc1ccccc1	6	0.4	5	6	8	-1	2	4	-1	.
COc1cc(C(=O)NCC(c2cccs2)N2CCOCC2)cc(OC)c1OC (centres undefined)	3	0.3	4	3	-14	-4	-4	4	-1	-4
COc1ccc2c(c1)CC[C@@H]1[C@@H]2CC[C@]2(C)C(=O)CC[C@@H]12	-2	-0.2	-2	0	2	-2	0	1	-1	-3
CCn1c(C)nnc1SCC(=O)NC1CCCC1	3	0.2	1	-1	-5	0	2	-1	4	4
COc1cc2c(cc1OC)CN(CC(=O)Nc1ccc(C)c(S(=O)(=O)N3CCOCC3)c1)CC2	4	-2.1	-4	10	-9	-4	-12	1	5	-7
CC(C)OC(=O)CSc1nc(N2CCOCC2)c2c(c1C#N)CC(C)(C)OC2	-6	-2.8	5	-3	11	3	-4	-2	-3	9
Cc1sc2ncnc(SCC(=O)c3ccc4c(c3)OCCO4)c2c1-c1ccccc1	-2	-0.1	-7	-2	8	7	-4	0	-11	-5
Cc1ccc(CNC(=O)C2CC(c3ccc([N+](=O)[O-])cc3)=NO2)cc1 (centres undefined)	7	0.9	1	-4	13	-1	0	-2	-4	-2
COc1ccccc1CNC(=O)C1CCCN(S(C)(=O)=O)C1 (centres undefined)	4	-0.5	4	-4	4	-2	5	0	23*	-3
O=C(N=Nc1c(O)n(Cc2ccccc2)c2ccccc12)c1ccncc1	-5	0.8	0	3	3	-2	-4	5	-2	0
Fc1ccc(-c2nc3nc4ccccc4nc3n2Cc2ccco2)cc1	-6	0.1	1	0	5	2	7	7	1	-10
O=C(CC1S/C(=N/N=C/C=C/c2ccccc2)NC1=O)Nc1ccc(Cl)c(Cl)c1 (centres undefined)	3	1.0	3	-1	-3	3	-3	0	-18	-3
CCOC(=O)c1sc(NC(=O)CSc2nc(O)c(Cc3ccccc3)c(=O)[nH]2)nc1C	-2	0.6	-2	0	-3	-9	-6	13	-4	-5
COc1ccc(OC)c(-n2c(O)cnc2Nc2nc(C)cc(C)n2)c1	0	-1.5	-3	6	-1	-1	-1	0	5	6
CC(NC(=O)C(c1ccccc1)c1ccccc1)C(=O)N1CCCCC1 (centres undefined)	-2	-1.9	-3	0	-13	-4	5	-4	0	3
Cc1ccc(-n2ncc3c(NCCCOC(C)C)ncnc32)c(C)c1	0	-1.3	0	-1	-1	0	-2	-2	-3	-2
CCn1nc(C)c(/C=N/NC(=O)c2c[nH]c3ccccc23)c1C	3	-2.4	-1	-3	3	-6	1	0	0	-11
COc1ccc(CNC(=O)C2CCCN2S(=O)(=O)c2ccc(C)cc2)cc1 (centres undefined)	1	0.7	3	7	-13	-4	1	2	0	-2
CCc1nc(SCC(=O)OC(C)C)c2ccccc2n1	4	0.0	-4	3	-6	0	0	-1	-2	8
O=S(=O)(/N=C(/Nc1ccccn1)c1ccccc1)c1ccccc1	10	2.5	0	4	4	-2	5	0	13	4
COC(=O)c1ccccc1-c1ccc(/C=C2\C(=O)N(c3ccccc3)N=C2c2ccccc2)o1	-4	-0.5	0	-5	1	-1	-4	2	12	-2
COC(=O)C1=C(C)N(Cc2ccc(F)cc2)C(=S)NC1c1ccc(Cl)cc1 (centres undefined)	-15	-2.7	1	-2	-4	0	8	-4	-3	.
CCn1nnnc1SCC(=O)Nc1cccc(C)n1	1	-1.2	0	0	1	-3	-3	-2	1	3
CCC(c1nnnn1Cc1ccc(OC)cc1)N(CCCO)Cc1cc2cc3c(cc2[nH]c1=O)OCO3 (centres undefined)	3	1.0	-9	-3	4	2	3	-1	5	1
Cc1ccccc1Nc1nnc(SCC(=O)Nc2ncc(C(F)(F)F)cc2Cl)s1	6	-0.5	1	0	6	1	0	-1	2	-4
CS(=O)(=O)c1ccc(Cl)c(NC(=O)COC(=O)CCN=C2NS(=O)(=O)c3ccccc32)c1	0	-1.7	3	-2	4	3	-4	-5	-4	2
CC(C)CCOc1cccc(OCC(=O)N(C)C2CCS(=O)(=O)C2)c1 (centres undefined)	-7	2.2	1	2	-6	1	-6	5	-2	-5
O=C(NCc1ccco1)C(c1ccc(F)cc1)N(C(=O)Cc1cccs1)c1cccnc1 (centres undefined)	4	-1.2	1	3	-1	0	0	2	3	-4
O=C(Cn1c(CC(=O)N2CCOCC2)nc2ccccc21)Nc1ccc2c(c1)OC(F)(F)O2	4	1.5	7	-1	12	1	-8	0	-2	-5
CCc1ccccc1NC(=O)CN(C)C(=O)Cn1ncc(Cl)c(Cl)c1=O	-6	-0.2	-7	4	-3	7	-11	2	3	-1
O=C(/C=C/c1ccccc1Cl)NCc1ccco1	3	-0.7	-2	-3	6	-1	1	-2	0	-2

A different layout for four compounds above:
| mol | ABHD4 inh | PG9 binder | DDE Tn7 FP inh | UHRF1 binding | TDP2 absorb | LEDGF integ inh | TCR-CD3 inh | PRMT1 FP inh | SIAE inh | HTRA1 inhibitor |
| --- | --- | --- | --- | --- | --- | --- | --- | --- | --- | --- |
| CCC(c1nnnn1Cc1ccc(OC)cc1)N(CCCO)Cc1cc2cc3c(cc2[nH]c1=O)OCO3 (centres undefined) | 3 | 1.0 | -9 | -3 | 4 | 2 | 3 | -1 | 5 | 1 |
| Cc1ccccc1Nc1nnc(SCC(=O)Nc2ncc(C(F)(F)F)cc2Cl)s1 | 6 | -0.5 | 1 | 0 | 6 | 1 | 0 | -1 | 2 | -4 |
| CS(=O)(=O)c1ccc(Cl)c(NC(=O)COC(=O)CCN=C2NS(=O)(=O)c3ccccc32)c1 | 0 | -1.7 | 3 | -2 | 4 | 3 | -4 | -5 | -4 | 2 |
| CC(C)CCOc1cccc(OCC(=O)N(C)C2CCS(=O)(=O)C2)c1 (centres undefined) | -7 | 2.2 | 1 | 2 | -6 | 1 | -6 | 5 | -2 | -5 |

Carrying on:
SMILES	ABHD4 inh	PG9 binder	DDE Tn7 FP inh	UHRF1 binding	TDP2 absorb	LEDGF integ inh	TCR-CD3 inh	PRMT1 FP inh	SIAE inh	HTRA1 inhibitor
COC(=O)Cn1nnc(N2CCOCC2)n1	4	1.5	4	1	-1	-3	0	-1	-1	.
Cc1cccc(C)c1N1C(=O)CC(N2CCN(S(=O)(=O)c3ccccc3F)CC2)C1=O (centres undefined)	4	-0.8	0	0	5	-3	-1	1	-6	9
COc1ccc(NC(=O)C2CCCN(S(=O)(=O)c3ccc4[nH]c(=O)ccc4c3)C2)cc1 (centres undefined)	-6	9.6*	-2	7	-7	0	-6	6	-3	-2
O=C(CCN1CCN(C/C=C/c2ccccc2)CC1)Nc1ccccc1Cl	1	-0.2	0	3	9	5	1	0	5	6
O=C(O)c1ccccc1NN=Cc1ccccc1	6	1.1	0	0	8	3	-8	0	18*	3
Cc1ccc(NC(=O)CN2CCCC2c2cccn2C)c(Br)c1 (centres undefined)	2	-1.1	3	-2	4	-2	-1	5	8	-24
Nc1nc(-c2ccc(Br)cc2)c(S(=O)(=O)c2ccccc2)s1	-6	-1.7	-2	0	1	1	3	1	-3	-26
NC(=O)CN1C(=O)C2CCCCN2C(=O)c2ccccc21 (centres undefined)	-4	1.0	1	5	7	3	2	1	5	6
COc1ccc2[nH]cc(C(=O)N3CCCCC3)c(=O)c2c1	5	-1.9	2	1	5	0	-9	-1	7	5
O=C(Nc1ccc(F)c(Cl)c1)c1cc(C2CCCN(S(=O)(=O)c3ccccc3)C2)on1 (centres undefined)	-37	-0.7	8	0	4	-3	4	-3	-44	.
CCCCn1c(SCc2nc3ccccc3s2)nc2ccccc2c1=O	-3	-0.4	7	0	7	-2	7	-2	14	-2
CCOc1c(N2CCOCC2)c(=O)c1=O	-3	-1.0	1	2	1	-7	-5	-1	-2	3
CCNC(=O)C/C(C)=N/NC(=O)C1CCCCC1	-7	-4.1	-2	-2	-14	-3	1	-2	-7	-2
O=C(NCc1ccco1)c1ccc2[nH]c(=O)c(=O)[nH]c2c1	5	-0.8	0	-1	14	3	11	2	10	5
COc1ccc(C2N(c3ccc4c(c3)OCCO4)C(=O)C2(F)F)cc1OC (centres undefined)	-1	1.2	1	7	3	1	0	3	-4	-10
COc1ccc(OC)c(NC(=O)C2=C(C)Nc3ncnn3C2c2cccs2)c1 (centres undefined)	-2	-1.0	11	6	4	0	-6	3	3	0
Cc1ccc(C(=O)NNC(=O)c2ccc3ncccc3c2)cc1	6	0.1	-3	-2	14	-5	-4	-2	-3	3
CC1CCN(N=Nc2nc3c([nH]2)c(=O)n(C)c(=O)n3C)CC1	-3	-3.3	-1	7	-12	8	3	0	-6	2
CCOc1ccc(CCN2C(=S)N([C@@H](CC(C)C)CN3CCCC3CN3C(=S)NC[C@@H]3CC(C)C)C[C@@H]2Cc2ccccc2)cc1 (some centres undefined)	2	0.5	-7	2	-12	4	1	-5	0	-12
Cc1noc(C)c1S(=O)(=O)N(CC(=O)N1CCCC1)c1ccc(C(C)C)cc1	4	-1.2	1	0	5	2	3	2	-1	-5
Cc1ccc(NC(=O)CN(C)C(=O)c2ccc(Br)o2)cc1	4	2.3	-6	1	-2	0	5	3	0	3
CCC(=O)c1ccc2c(c1)OCCO2	-4	0.3	4	0	-3	0	3	-1	-3	7
Cc1ccc(-n2nnnc2CNC(=O)C2CC(=O)N(c3ccc(F)cc3)C2)cc1C (centres undefined)	0	-0.1	-5	-1	11	0	1	-3	9	2

Bioassay records as filed in PubChem BioAssay.
